proCasp7 act: activates human procaspase-7, counter-screen for procaspase-3 activators; P55210; recombinant procaspase-7, Ac-DEVD-pNA absorbance 405 nm; D23A/D198A/D206A triple mutant, cannot self-cleave; scale: DMSO 0, 5 µM enzyme 100; activation, % at 8.5 µM; actives 0.093% (n = 330,000); AID 463210;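 active = percent activation above the screen-wide mean plus 3 SD, cut at about 25% in these data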
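Replicates: singlicate. Assay system: Procaspase-7 triple mutant (PC-7 D3A). Signal: 405 nm absorbance of p-nitroaniline. Times: 1 h preincubation, 2 h reaction. Buffer or medium: Zinc-free HEPES pH 7.4 with 300 mM NaCl, 0.01% Triton X-100. Also added: DEVD-pNA substrate. Benchmarks: DMSO wells as 0%, DMSO with 5 µM added PC-7 as 100%.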
core dimer inh: blocks dimerization of HCV core protein | TR-FRET GST/Flag-core106 dimerization, 1536-well | inhibition, % at 5 µM | actives 0.33% (n = 300,000);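 active = inhibition above the mean of all tested compounds plus 3 SD, set per screening campaign, cut at about 45% in these data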
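System: GST-tagged and Flag-tagged HCV core protein residues 1-106 / Input: core106 proteins, GST 13.5 nM and Flag 17 nM / Buffer or medium: KF-containing HEPES buffer, pH 7.45, DTT, CHAPS, BSA / Probe or stimulus: Eu-anti-GST and XL665-anti-Flag labelled anti-tag antibodies / Schedule: 4 h, 22.5 °C incubation / Technique: TR-FRET 671 and 617 nm emission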
AHR act: activates the human aryl hydrocarbon receptor; AHR-responsive luciferase reporter cells, luminescence; activation, % at 5 µM; actives 2.5% (n = 320,000); AID 2796; in the data active = activation above about 47%;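 also: 0% = vehicle wells and 100% = reference agonist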
Target sequence (P35869 whole entry, looked up): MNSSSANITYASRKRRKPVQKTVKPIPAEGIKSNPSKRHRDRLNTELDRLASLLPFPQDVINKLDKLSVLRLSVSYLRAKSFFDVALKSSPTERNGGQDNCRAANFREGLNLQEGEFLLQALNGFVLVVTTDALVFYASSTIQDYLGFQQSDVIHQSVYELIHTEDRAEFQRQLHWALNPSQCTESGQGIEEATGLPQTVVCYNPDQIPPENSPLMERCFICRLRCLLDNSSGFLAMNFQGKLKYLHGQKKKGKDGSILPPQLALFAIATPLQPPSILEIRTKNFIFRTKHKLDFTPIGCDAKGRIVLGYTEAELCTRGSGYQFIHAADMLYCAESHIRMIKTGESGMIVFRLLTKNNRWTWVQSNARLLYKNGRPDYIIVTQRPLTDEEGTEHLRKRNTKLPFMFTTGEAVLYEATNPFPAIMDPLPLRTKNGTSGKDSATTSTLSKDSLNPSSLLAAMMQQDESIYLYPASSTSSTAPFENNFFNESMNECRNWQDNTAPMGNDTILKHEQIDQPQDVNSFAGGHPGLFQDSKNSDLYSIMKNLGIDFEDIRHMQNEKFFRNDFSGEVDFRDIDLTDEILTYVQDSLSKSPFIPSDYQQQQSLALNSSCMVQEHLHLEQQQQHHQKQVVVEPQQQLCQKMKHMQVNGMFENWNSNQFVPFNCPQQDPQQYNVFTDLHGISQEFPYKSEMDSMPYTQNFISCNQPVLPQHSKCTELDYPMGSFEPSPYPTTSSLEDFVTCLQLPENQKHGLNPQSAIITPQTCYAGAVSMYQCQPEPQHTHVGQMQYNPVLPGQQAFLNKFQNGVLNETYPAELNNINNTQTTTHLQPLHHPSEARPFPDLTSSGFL
PP1 inh: PP1-alpha (human) inhibition in PP5 counter-screen; P62136; purified PP1alpha, OMFP fluorescence; inhibition, % at 6.7 µM; actives 0.9% (n = 320,000); AID 2235;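 active = inhibition above the mean inhibition of all tested compounds plus 3 SD, computed separately for each screening campaign, cut at about 15% in these data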
PAFAH2 inh: PAFAH2 (human) inhibition; Q99487; recombinant PAFAH2, FP-rhodamine activity probe, fluorescence polarization; inhibition, % at 3.39 µM; actives 0.99% (n = 340,000); AID 492956;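 active = inhibition above the mean over all tested compounds plus 3 SD, cut at about 30% in these data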;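 also: inhibitors block probe labeling of enzyme so polarization drops; 0% = enzyme with DMSO and 100% = wells lacking PAFAH2 protein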
PP5 inh: inhibitors of human protein phosphatase 5 (PP5); P53041; purified PP5c, OMFP substrate fluorescence; inhibition, % at 6.7 µM; actives 0.18% (n = 320,000);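 active = inhibition above the campaign's mean inhibition across all tested compounds plus 3 SD, cut at about 9.5% in these data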;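 also: 0% = DMSO only and 100% = 100 µM cantharidin control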
TPT1 inhibitor: inhibitors of Candida albicans tRNA 2'-phosphotransferase TPT1. recombinant caTPT1, FP RNA substrate dephosphorylation. inhibition, % at 5 µM. actives 0.81% (n = 300,000). AID 1962;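 active = inhibition above the mean of all tested compounds plus 3 SD, set per screening campaign, cut at about 24% in these data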;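 also: plate controls were DMSO alone for no effect and ferristatin control at 100 nM for full effect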
CTSL1 counter: counter-screen for PFM18AAP inhibitors: inhibitors of F. hepatica cathepsin L1; recombinant F. hepatica cathepsin L1, Z-Leu-Arg-MCA fluorescence; inhibition, % at 5.96 µM; actives 0.49% (n = 300,000); AID 1906;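 active = inhibition above the mean of all tested compounds plus 3 SD, set per screening campaign, cut at about 17% in these data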;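 also: 0% = plate median of test compound wells and 100% = 1 µM Z-Phe-Ala-diazomethylketone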
proCasp3 act: activators of human procaspase-3; P42574; recombinant procaspase-3 D3A, Ac-DEVD-pNA absorbance 405 nm; activation, % at 8.5 µM; actives 0.11% (n = 330,000);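 active = activation above the mean of all tested compounds plus 3 SD, cut at about 21% in these data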;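 also: 0% = DMSO alone and 100% = DMSO wells spiked with extra 5 µM PC-3 D3A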
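material = Procaspase-3 D3A mutant | probe or stimulus = Ac-DEVD-pNA | compound = single dose, 8.5 µM nominal compound, 0.8% DMSO | timing = 1 h preincubation, 2 h reaction | measured by = 405 nm absorbance of p-nitroaniline, reads at 0 and 120 min | benchmarks = DMSO-only low control, 5 µM PC-3 D3A high control | repeats = singlicate, each compound tested once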
* hit, by the source's call; / = no result given.

The opening 15 compounds, to show the layout:
SMILES	proCasp7 act	core dimer inh	AHR act	PP1 inh	PAFAH2 inh	PP5 inh	TPT1 inhibitor	CTSL1 counter	proCasp3 act
C[n+]1cccc2c(Br)ccc([O-])c21	1	8	4	1	12	7.5	-4	1	10
CN1CCCN(C(=O)c2cc(-c3ccc(Cl)c(Cl)c3Cl)nc3ccccc23)CC1	4	-4	-1	2	6	3.0	-1	-3	-1
COCCNC(=O)COc1ccc(C)c(C)c1	0	7	3	-1	6	1.5	6	-6	0
O=C(c1ccccc1)c1cc2c(cc1[N+](=O)[O-])OCCO2	5	3	0	-2	10	-0.6	-3	4	10
CCCNc1nc2c(c(=O)[nH]c(=O)n2C)n1CCc1ccccc1	1	5	38	1	2	3.8	-2	0	6
O=C(CNC(=O)c1ccccc1)OCC(=O)c1cccs1	5	5	-3	-3	-5	0.9	-1	0	1
CCN1CCN(c2cc(C)c3cc(NC(=S)NCCCN4CCc5ccccc5C4)ccc3n2)CC1	3	-1	1	3	2	0.1	-2	6	3
CC1CCCC(n2cnc3cc(C(=O)O)ccc32)C1C (stereo unspecified)	-4	1	1	-4	0	3.8	-2	-3	0
COc1ccc(-n2c3c(cc(C(=O)N4CCN(CCO)CC4)c2=O)C(=O)CC(C)(C)C3)cc1	-2	0	-1	1	-1	0.6	-3	0	-2
Cc1cccc(Cc2cnc(NC(=O)C3=NCCN3)s2)c1	-6	-4	2	-4	0	0.9	1	-2	1
Cc1ccc(CSc2nnnn2C)cc1	8	-3	-2	-2	-10	0.0	1	-1	-6
COc1c(F)cccc1C1=CC(=O)C[C@H](c2ccc3c(c2)OCO3)C1	-2	/	101*	1	-4	1.6	/	/	-5
COc1ccc(C2=NN(C(=O)c3ccccc3)C(c3ccccc3)C2)c(O)c1 (stereo unspecified)	-4	11	0	4	-10	3.6	1	2	-1
O=C(CS(=O)c1ccc(C(F)(F)F)cc1[N+](=O)[O-])Oc1ccccc1 (stereo unspecified)	-6	8	26	-1	1	-1.1	-4	6	-6
COc1ccc(NC(=O)c2nc[nH]c2C(=O)Nc2ccccc2C)cc1	-1	0	13	-5	-2	-0.6	-2	-3	-5

All compounds of this part, from the start:
SMILES	proCasp7 act	core dimer inh	AHR act	PP1 inh	PAFAH2 inh	PP5 inh	TPT1 inhibitor	CTSL1 counter	proCasp3 act
C[n+]1cccc2c(Br)ccc([O-])c21	1	8	4	1	12	7.5	-4	1	10
CN1CCCN(C(=O)c2cc(-c3ccc(Cl)c(Cl)c3Cl)nc3ccccc23)CC1	4	-4	-1	2	6	3.0	-1	-3	-1
COCCNC(=O)COc1ccc(C)c(C)c1	0	7	3	-1	6	1.5	6	-6	0
O=C(c1ccccc1)c1cc2c(cc1[N+](=O)[O-])OCCO2	5	3	0	-2	10	-0.6	-3	4	10
CCCNc1nc2c(c(=O)[nH]c(=O)n2C)n1CCc1ccccc1	1	5	38	1	2	3.8	-2	0	6
O=C(CNC(=O)c1ccccc1)OCC(=O)c1cccs1	5	5	-3	-3	-5	0.9	-1	0	1
CCN1CCN(c2cc(C)c3cc(NC(=S)NCCCN4CCc5ccccc5C4)ccc3n2)CC1	3	-1	1	3	2	0.1	-2	6	3
CC1CCCC(n2cnc3cc(C(=O)O)ccc32)C1C (stereo unspecified)	-4	1	1	-4	0	3.8	-2	-3	0
COc1ccc(-n2c3c(cc(C(=O)N4CCN(CCO)CC4)c2=O)C(=O)CC(C)(C)C3)cc1	-2	0	-1	1	-1	0.6	-3	0	-2
Cc1cccc(Cc2cnc(NC(=O)C3=NCCN3)s2)c1	-6	-4	2	-4	0	0.9	1	-2	1
Cc1ccc(CSc2nnnn2C)cc1	8	-3	-2	-2	-10	0.0	1	-1	-6
COc1c(F)cccc1C1=CC(=O)C[C@H](c2ccc3c(c2)OCO3)C1	-2	/	101*	1	-4	1.6	/	/	-5
COc1ccc(C2=NN(C(=O)c3ccccc3)C(c3ccccc3)C2)c(O)c1 (stereo unspecified)	-4	11	0	4	-10	3.6	1	2	-1
O=C(CS(=O)c1ccc(C(F)(F)F)cc1[N+](=O)[O-])Oc1ccccc1 (stereo unspecified)	-6	8	26	-1	1	-1.1	-4	6	-6
COc1ccc(NC(=O)c2nc[nH]c2C(=O)Nc2ccccc2C)cc1	-1	0	13	-5	-2	-0.6	-2	-3	-5
COC(=O)c1ccc(N=NNc2ccccc2)cc1	-4	4	12	0	-3	-0.3	2	-2	-4
COc1cccc(/C=C2\SC(=O)NC2=O)c1OCc1ccc(C(=O)O)cc1	2	6	-1	-3	6	-1.1	3	-1	1
CN(c1ccccc1)S(=O)(=O)c1cccc(NC(=O)COc2ccccc2)c1	-6	/	-1	-1	-5	4.4	/	/	-3
O=C(O)C(c1ccccc1)N1C(=O)c2cccc3cccc(c23)C1=O (stereo unspecified)	5	6	-3	-2	-5	2.1	1	3	5
Cc1ccc2nc(NC(=O)c3ccc4ncsc4c3)sc2c1	3	4	5	-1	-11	1.4	4	4	-2
O=C(NC(=S)N1CCCc2ccccc21)c1ccco1	2	1	14	-4	-6	2.0	-7	0	-8
CCCCN(C(=O)Cc1ccc(S(=O)(=O)N2CCOCC2)s1)c1c(N)n(CCCC)c(=O)[nH]c1=O	-7	-3	-2	-4	-1	-2.4	-1	-1	-10
O=C(C1=C[C@@H](c2coc3ccccc3c2=O)C[C@@H](OCCCCO)O1)N1CCN(Cc2ccccc2)CC1	5	4	-3	-4	-2	2.8	-3	1	1
COc1cc(/C=C2\SC(=S)N(NS(=O)(=O)c3ccccc3)C2=O)cc(OC)c1OC	-16	7	1	1	5	1.3	5	9	-25
COc1ccc(-c2[nH]ncc2CN(C)Cc2ccccn2)c(OC)c1	1	-5	13	-3	5	-0.7	-3	7	-6
CC(C)C(C)NC(=O)COc1ccc([N+](=O)[O-])cc1Cl (stereo unspecified)	4	-7	5	-2	3	3.4	0	5	3
CCCn1c(O)c(N=NC(=O)CNC(=O)c2cccnc2)c2ccccc21	5	-6	17	-2	-5	3.3	-3	2	7
Cc1cccc(NC(=O)CSCC(=O)Nc2ccc(S(=O)(=O)N3CCCC3)cc2)c1	5	2	1	-1	1	3.8	0	3	0
COc1ccc(S(=O)(=O)N2CCOCC2)cc1C(=O)N1CCCCC1	2	2	-1	-4	3	2.8	-1	3	2
CCCNC(=O)N[C@@H](CCSC)C(=O)OC	4	-6	1	-4	-2	-0.9	0	-2	2
CCOc1ccc(C(Nc2ccc(C)cc2)P2(=O)OCC(C)(C)CO2)cc1 (stereo unspecified)	3	-11	8	-3	2	4.1	-3	-1	-4
O=C(CSc1nnc(NC(=O)c2cccc(Br)c2)s1)NCC1CCCO1 (stereo unspecified)	11	-21	23	0	0	-1.6	0	5	4
CSc1ccccc1OCc1cc(C(=O)N2C[C@H]3CC[C@H]2C3)no1	2	-7	-1	5	7	2.1	-2	1	5
O=C(NC(=S)Nc1ccccc1O)c1ccc(-c2ccc(Cl)cc2)o1	-21	19	67*	2	-1	1.2	3	4	-14
Cc1ccc(C2(C)NC(=O)N(CC(=O)N3c4ccccc4NC(=O)CC3C)C2=O)cc1 (stereo unspecified)	-6	/	-2	2	-15	1.3	/	/	-9
CCC(=O)N1CCc2cc(S(=O)(=O)N3CCN(c4cc(Cl)ccc4C)CC3)ccc21	4	3	-2	2	-2	1.7	0	-1	4
Cc1c(Cl)c([N+](=O)[O-])nn1Cc1ccc(C(=O)N/N=C\c2ccccn2)o1	2	2	2	3	6	0.6	-1	1	-4
O=C(NCc1ccco1)C1CC(c2cccc([N+](=O)[O-])c2)=NO1 (stereo unspecified)	2	-10	0	0	9	0.1	-8	0	5
CCN(CC)S(=O)(=O)c1ccc(OC)c(NC(=O)c2ccc(-n3cncn3)c([N+](=O)[O-])c2)c1	5	-2	0	-2	4	0.1	0	-2	9
N#CCCn1c(C2CCCCC2)nc2ccccc21	4	1	-1	-2	3	2.6	-2	4	3
CC(=O)Nc1ccc(S(=O)(=O)NCCc2cc3ccc(C)c(C)c3[nH]c2=O)cc1	-1	3	-1	-3	9	0.5	-2	0	-7
Cc1cccc(NC(=O)CN2CCN(CC(=O)NCc3ccc(Cl)cc3Cl)CC2)c1C	0	/	0	-2	7	0.1	/	/	4
Fc1cccc(C[n+]2csc3ccccc32)c1	-29	-2	4	-2	6	-2.0	2	-3	-11
Clc1ccc(-c2nnc(NCCN3CCCC3)c3ccccc23)cc1	9	-1	-1	2	-5	-0.6	2	2	7
NS(=O)(=O)c1ccc(NC(=O)COC(=O)CSCc2ccc(F)cc2)cc1	-2	/	0	-3	12	2.5	/	/	5
CCN1CCN(C2CCCCC2NS(=O)(=O)c2ccccc2)CC1 (stereo unspecified)	-2	1	0	-3	-3	0.3	-1	1	4
CC(=O)c1cccc(NS(=O)(=O)c2ccc(N/C=C\C(=O)c3ccc(C)cc3)cc2)c1	22	23	4	-1	-2	2.7	-4	-2	38*
CCC(C)[C@H](NC(=O)[C@@H]1CSC2c3ccccc3C(=O)N21)C(=O)NCc1ccncc1 (stereo partly specified)	4	1	3	3	5	1.0	-1	9	2
O=C(C1CCCO1)N1CCN(C(=S)Nc2ccccc2)CC1 (stereo unspecified)	-2	4	-1	-4	6	-3.4	-4	-1	5
CN(C)/C=C/C(=O)c1ccc(Oc2ncccn2)cc1	3	-6	1	-2	3	-2.8	-3	0	1
N#CCO/N=C(\c1ccccc1)c1ccncc1	4	0	11	-2	6	2.6	-1	2	4
Cc1ccc(S(=O)(=O)NCC(=O)OCC(=O)N(C)C2CCCCC2)cc1	-3	/	-1	-3	2	1.7	/	/	1
O=S1(=O)Cc2cc3ccccc3cc2C1	4	-1	-3	1	-4	2.2	-3	2	-9
Cc1c(CCC(=O)NCCCn2ccnc2)c(=O)oc2c(C)c3occ(C(C)(C)C)c3cc12	1	-5	7	9	-1	0.4	4	-4	0
COc1ccc2nc(SCC(=O)Nc3ccc4[nH]c(=O)[nH]c4c3)[nH]c2c1	2	/	24	-1	-3	0.2	/	/	-2
CN1CCc2c(C#N)c(N3CCCCC3)nc(NCc3ccccc3)c2C1	-19	-10	18	9	2	3.3	-14	1	-5

Source: PubChem BioAssay (The Scripps Research Institute Molecular Screening Center)
